Yeast eIF2B = modulators of yeast eIF2B activity; S. cerevisiae eIF2B-epsilon R284H, GCN4-lacZ luminescence; inhibition, % at 25 µM (by protocol); 27,000 tested, 0.91% active;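 active = mutant luminescence inhibited past about 50% while wild type luminescence and mutant growth stay under set limits, limit read from the data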; note: some compounds called inactive have numbers as strong as hits
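Times: 16 h growth with compound at 30 °C, 90 min Beta-Glo step; Assay system: yeast eIF2B-epsilon R284H mutant carrying GCN4–beta-galactosidase fusion; Measure: % inhibition of reporter signal and growth versus controls; Dosing: one concentration, 25 µM, 0.25% DMSO; Buffer or medium: YPD yeast growth medium; Measured by: Beta-Glo luminescence plus absorbance at 595 nm.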
Yeast growth tox = Inhibitors of S. cerevisiae growth, toxicity; S. cerevisiae wild-type growth, A595 turbidity, 16 h; growth inhibition, % at 25 µM (by protocol); 30,000 tested, 0.3% active; AID 685;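 active = mutant and wild-type yeast strains alike exhibit over 30% growth inhibition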;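 note: 0% = untreated cell controls and 100% = YPD media blanks without cells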
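Incubation: 16 h growth with compound, 30 °C; Material: S. cerevisiae wild-type or eIF2Bepsilon-R284H mutant strain; Signal: turbidity measured as absorbance at 595 nm; Medium: YPD yeast growth medium; Measure: growth inhibition (%) versus cell controls and blanks; Doses: 25 µM single dose.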
Yeast growth tox inhibition % = recorded beside Yeast growth tox, whose call it bears; growth inhibition, %; S. cerevisiae eIF2Bepsilon-R284H mutant growth, A595 turbidity, 16 h;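 each compound tested once at 25 µM; 0% equals untreated cells and 100% equals cell-free medium blanks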
Yeast eIF2B mutant toxicity = second read-out of Yeast eIF2B, no call of its own (marks repeat the call); growth inhibition, %; measured here: mutant yeast growth, toxicity;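 each compound tested once at 25 µM; zero equals untreated control growth and 100 equals blank medium absorbance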
An asterisk follows results filed as active; . = not tested or not shown. The list is partial, so the mix of outcomes need not match the whole.

Letter code – A = Yeast eIF2B; B = Yeast eIF2B mutant toxicity; C = Yeast growth tox; D = Yeast growth tox inhibition %
CCOc1ccc(-n2c(SCC(=O)NC(C)CC)nc3n[nH]c(C)c3c2=N)cc1 (stereo not drawn)
  A: -9 | B: -48 | C: -16 | D: -48
CSC1=C(C#N)C(c2ccc(C)s2)CC(=O)N1 (stereo not drawn)
  A: 9 | B: 7 | C: 20 | D: 7
Cc1cccc(NC(=O)C2CCN(S(=O)(=O)c3cccc4nsnc34)CC2)n1
  A: -33 | B: -3 | C: 12 | D: -3
CCOC(=O)N1CCN(Cc2nc(N)nc(Nc3ccc(OC)cc3)n2)CC1
  A: 24 | B: -38 | C: 20 | D: -38
COc1ccc(NC(=O)CCC2COc3ccccc3O2)c(OC)c1 (stereo not drawn)
  A: 15 | B: . | C: -8 | D: 0
Cc1ccc(S(=O)(=O)c2nc(NCCCn3ccnc3)sc2Cl)cc1
  A: 26 | B: 16 | C: 12 | D: 16
CCOC(=O)C1CCN(S(=O)(=O)c2cccc(-c3cn4cccnc4n3)c2)CC1
  A: 31 | B: -25 | C: -9 | D: -25
COc1ccc(C)cc1NC(=O)CSc1nnc(CC(=O)Nc2ccccc2C)n1C
  A: . | B: . | C: 19 | D: 9
COc1ccc(NS(=O)(=O)c2c(C)cc(C)cc2C)cc1
  A: 3 | B: 10 | C: 11 | D: 10
CCOC(=O)N1CCN(C(=O)c2cccc(-n3c(=S)[nH]c4cc(Cl)ccc4c3=O)c2)CC1
  A: -7 | B: -19 | C: 4 | D: -19
CCn1c(SCC(=O)Nc2nc(-c3ccccc3)cs2)nnc1-c1ccccc1O
  A: 4 | B: 32 | C: 4 | D: 32
COc1cc(OC)cc(-c2nc3ccccc3c(=O)o2)c1
  A: 37 | B: -43 | C: -34 | D: -43
CCn1c(Cc2ccccc2)nnc1SCC(=O)Nc1ccc(S(N)(=O)=O)cc1
  A: -4 | B: . | C: . | D: .
CCN(C(=O)c1ccco1)c1nc(CC(=O)Nc2ccc(Cl)cc2)cs1
  A: 5 | B: . | C: . | D: .
FC(F)(F)c1ccccc1NC(=S)NN1CCOCC1
  A: . | B: . | C: 4 | D: 13

(listing goes on)
Letter code – A = Yeast eIF2B; B = Yeast eIF2B mutant toxicity; C = Yeast growth tox; D = Yeast growth tox inhibition %
CC(C)C(=O)NC(C)C(c1cccs1)N1CCOCC1 (stereo not drawn)
  A: 20 | B: 3 | C: 9 | D: 3
O=C(O)C1CC=CCC1C(=O)N1CCCC1 (stereo not drawn)
  A: 11 | B: . | C: -18 | D: 0
c1ccc(C(Cc2nc(-c3ccncc3)no2)c2ccccc2)cc1
  A: . | B: . | C: -6 | D: 4
O=S(=O)(Nc1cc(Cl)ccn1)c1ccc(Cl)cc1
  A: 16 | B: 18 | C: 13 | D: 18
O=C(CSc1ncn[nH]1)Nc1ccccc1Sc1ccc(Cl)cc1
  A: 19 | B: -33 | C: -7 | D: -33
C=CC[N+]1(CC#CCOC(c2ccccc2)c2ccccc2)CCOCC1
  A: . | B: . | C: 21 | D: 9
O=C(Nc1ccc(-c2nnc(-c3ccco3)o2)cc1)C(c1ccccc1)c1ccccc1
  A: 27 | B: -19 | C: -29 | D: -19
O=C1c2ccccc2C(=O)N1Cc1nc(-c2cccnc2)no1
  A: 7 | B: . | C: . | D: .
CC1(C)CC(=O)C2=C(C1)Oc1ncn(Cc3ccco3)c(=N)c1C2c1ccccc1 (stereo not drawn)
  A: 20 | B: 7 | C: 16 | D: 7
O=C1C2C3C=CC(C4CC34)C2C(=O)N1/N=C/c1ccc(-c2ccccc2[N+](=O)[O-])o1 (stereo not drawn)
  A: 15 | B: 3 | C: 16 | D: 3
CCSc1nc2ccccc2n1Cc1ccccc1F
  A: 2 | B: -11 | C: 16 | D: -11
COc1cccc(C(N)CC(=O)O)c1 (stereo not drawn)
  A: 21 | B: 18 | C: 14 | D: 18
COc1ccccc1NC(=O)CC1C(=O)NCCN1C(=O)Nc1ccccc1 (stereo not drawn)
  A: 18 | B: 10 | C: -9 | D: 10
COc1ccc(-c2cc(C(=O)NCc3ccco3)no2)cc1OC
  A: 20 | B: 3 | C: -9 | D: 3
CCOC(=O)c1sc(=S)n(-c2ccc(Cl)cc2)c1C
  A: -9 | B: -12 | C: -3 | D: -12

(cont.)
Letter code – A = Yeast eIF2B; B = Yeast eIF2B mutant toxicity; C = Yeast growth tox; D = Yeast growth tox inhibition %
Cc1cc(C(=O)Nc2sc(C)c(C)c2C#N)no1
  A: -4 | B: 17 | C: 30 | D: 17
Cc1cccc(NC(=O)CCCN2C(=O)c3ccccc3C2=O)n1
  A: 37 | B: 5 | C: -17 | D: 5
O=C(Cc1ccccc1)NC1CCS(=O)(=O)C1 (stereo not drawn)
  A: 17 | B: -15 | C: 11 | D: -15
Cn1c(=O)c2c(nc(NCc3ccc4c(c3)OCO4)n2Cc2ccc(F)cc2)n(C)c1=O
  A: 18 | B: . | C: . | D: .
COc1cc(C2C(C#N)=C(N)OC3=C2C(=O)CCC3)ccc1OC(=O)N1CCOCC1 (stereo not drawn)
  A: 20 | B: . | C: 21 | D: 0
CCOc1ccc(N(CC)C(=O)COc2cc(=O)n(CC)c3ccccc23)cc1
  A: . | B: . | C: -2 | D: 13
Cc1nnc(N2CCN(C)CC2)c2nn(-c3ccc(Cl)cc3)c(C)c12
  A: -1 | B: 2 | C: 7 | D: 2
N#CC1=C(SCc2ccc(C#N)cc2)N=C(N)C(c2nc(-c3ccccc3)cs2)C12CCCCC2 (stereo not drawn)
  A: 0 | B: 9 | C: -2 | D: 9
CCN(CC)S(=O)(=O)c1ccc(C(=O)N2CCCCC2)cc1
  A: 20 | B: 16 | C: 37 | D: 16
CC1=C(C)CC(C(=O)NCC(=O)c2ccccc2)C(C(=O)O)C1 (stereo not drawn)
  A: 8 | B: 23 | C: 20 | D: 23
COc1cccc(N(CC(=O)NCCSc2ccc(Cl)cc2)S(C)(=O)=O)c1
  A: 19 | B: 3 | C: 8 | D: 3
CCCCc1ccc(-c2nc(-c3ccncc3)no2)cc1
  A: 32 | B: -8 | C: -9 | D: -8
COC(=O)c1ccc(NS(=O)(=O)c2cc(C)ccc2OC)cc1
  A: 15 | B: 2 | C: 5 | D: 2
O=C(COc1cccc2ccccc12)Nc1nc2ccccc2[nH]1
  A: . | B: . | C: 30* | D: 33*
COc1ccc(OC)c(C2=NOC(C(=O)NCC3CCCO3)C2)c1 (stereo not drawn)
  A: 2 | B: 10 | C: 16 | D: 10

Grouped by structure, those above with a thiophene ring, fused or not
Letter code – A = Yeast eIF2B; B = Yeast eIF2B mutant toxicity; C = Yeast growth tox; D = Yeast growth tox inhibition %
CSC1=C(C#N)C(c2ccc(C)s2)CC(=O)N1 (stereo not drawn)
  A: 9 | B: 7 | C: 20 | D: 7
CC(C)C(=O)NC(C)C(c1cccs1)N1CCOCC1 (stereo not drawn)
  A: 20 | B: 3 | C: 9 | D: 3
Cc1cc(C(=O)Nc2sc(C)c(C)c2C#N)no1
  A: -4 | B: 17 | C: 30 | D: 17

Structures above containing a furan ring, fused or not, in the order listed:
Letter code – A = Yeast eIF2B; B = Yeast eIF2B mutant toxicity; C = Yeast growth tox; D = Yeast growth tox inhibition %
CCN(C(=O)c1ccco1)c1nc(CC(=O)Nc2ccc(Cl)cc2)cs1
  A: 5 | B: . | C: . | D: .
O=C(Nc1ccc(-c2nnc(-c3ccco3)o2)cc1)C(c1ccccc1)c1ccccc1
  A: 27 | B: -19 | C: -29 | D: -19
CC1(C)CC(=O)C2=C(C1)Oc1ncn(Cc3ccco3)c(=N)c1C2c1ccccc1 (stereo not drawn)
  A: 20 | B: 7 | C: 16 | D: 7
O=C1C2C3C=CC(C4CC34)C2C(=O)N1/N=C/c1ccc(-c2ccccc2[N+](=O)[O-])o1 (stereo not drawn)
  A: 15 | B: 3 | C: 16 | D: 3
COc1ccc(-c2cc(C(=O)NCc3ccco3)no2)cc1OC
  A: 20 | B: 3 | C: -9 | D: 3

Next section.
Letter code – A = Yeast eIF2B; B = Yeast eIF2B mutant toxicity; C = Yeast growth tox; D = Yeast growth tox inhibition %
COCCCNC(=O)Nc1ccc(F)cc1F
  A: . | B: . | C: -9 | D: -3
COc1cc(CNCC(C)C)c(Br)cc1OCC(=O)NCc1ccccc1
  A: 21 | B: 4 | C: 17 | D: 4
Cc1ccc(S(=O)(=O)N(C)c2ccc(C(=O)N3CCCCC3)cc2)cc1
  A: 16 | B: 11 | C: 1 | D: 11
Cn1c(=O)[nH]c(=O)c2c1nc(CN1CCOCC1)n2Cc1ccccc1
  A: -6 | B: -7 | C: 7 | D: -7
Cc1ccc(NC(=O)CN(c2ccccc2F)S(C)(=O)=O)cc1
  A: 8 | B: . | C: . | D: .
Fc1cccc(Cl)c1CSc1nnnn1-c1ccc2c(c1)OCO2
  A: 19 | B: 8 | C: -5 | D: 8
CC(O)(C#CCN1CCOCC1)c1ccccc1 (stereo not drawn)
  A: -17 | B: 5 | C: 1 | D: 5
Cc1ccc(S(=O)(=O)/N=S(\C)CC2CC2(Cl)Cl)cc1 (stereo not drawn)
  A: . | B: . | C: 19 | D: 5
COC(=O)C(C(=O)Nc1ccc(OC)cc1)C1CCCCCC1 (stereo not drawn)
  A: -1 | B: -7 | C: -1 | D: -7
CCC(C)C(=O)Nc1nc(-c2ccc3c(c2)NC(=O)CO3)cs1 (stereo not drawn)
  A: 21 | B: 9 | C: -12 | D: 9
Cc1ccc(S(=O)(=O)Cn2nnnc2CN2CCCC3(CCCCC3)C2)cc1
  A: . | B: . | C: -5 | D: -3
Cc1onc(-c2c(Cl)cccc2Cl)c1C(=O)N1CCc2ccccc2C1
  A: -11 | B: -5 | C: -22 | D: -5
Cc1cc(=O)c2cccc(Br)c2[nH]1
  A: 5 | B: -12 | C: -1 | D: -12
COC(=O)c1ccccc1OCc1cccc(C)n1
  A: 23 | B: -18 | C: 7 | D: -18
COC(=O)c1ccc(CSc2ncnc3c2nnn3-c2ccc(F)cc2)o1
  A: 23 | B: -12 | C: -16 | D: -12

Additional records
Letter code – A = Yeast eIF2B; B = Yeast eIF2B mutant toxicity; C = Yeast growth tox; D = Yeast growth tox inhibition %
O=C(c1cccs1)N1CCN(S(=O)(=O)N2CCOCC2)CC1
  A: -5 | B: -2 | C: 16 | D: -2
Cc1cccc(N2CCN(CC(=O)Nc3ccc(-n4cnnn4)cc3)CC2)c1C
  A: 2 | B: -5 | C: 2 | D: -5
CCC(C)(C(=O)NC1CCCCC1)N(C(=O)C1CCC(=O)N1)c1ccc(C)cc1 (stereo not drawn)
  A: 3 | B: . | C: 14 | D: 0
COc1cccc(C(=O)Nc2ccccc2C(=O)N2CCCC2)c1
  A: -1 | B: . | C: 0 | D: 0
Cc1cc(S(=O)(=O)N2CCCC2)ccc1OCC(=O)N1CCOCC1
  A: -16 | B: -10 | C: 14 | D: -10
CCCCCOC(=O)C(C)c1c(C)[nH]c(=S)[nH]c1=O (stereo not drawn)
  A: -10 | B: -10 | C: 5 | D: -10
CCOP(=O)(OCC)C(NCc1ccccc1)c1ccc(Br)cc1 (stereo not drawn)
  A: . | B: . | C: 10 | D: 3
Cc1cc(Cl)ccc1NC(=S)NCc1cccs1
  A: 6 | B: -25 | C: 0 | D: -25
CCOC(=O)CSc1nc2cc3c(cc2cc1CC)OCCO3
  A: 8 | B: -7 | C: 23 | D: -7
Cn1cccc1C(=O)NC(=O)COC(=O)CNS(=O)(=O)c1ccc(Br)cc1
  A: . | B: . | C: 1 | D: 5
CCOc1cc(S(=O)(=O)NC2CCCCC2)ccc1F
  A: . | B: . | C: 21 | D: 21
Cc1ccc(S(=O)(=O)N2C=CC(C(F)(F)F)=NCC2)cc1
  A: 13 | B: 12 | C: 14 | D: 12
Nc1cc(-c2nn[nH]n2)ccc1F
  A: 16 | B: 7 | C: 9 | D: 7
O=C(CN1CCN(C(=O)c2ccco2)CC1)Nc1cc(C(F)(F)F)ccc1Cl
  A: 38 | B: -27 | C: -24 | D: -27
Cc1ccc(-c2ccc(/C=N/N3C(=O)C4C5C=CC(CC5)C4C3=O)o2)c([N+](=O)[O-])c1 (stereo not drawn)
  A: 11 | B: 16 | C: 7 | D: 16

Later entries:
Letter code – A = Yeast eIF2B; B = Yeast eIF2B mutant toxicity; C = Yeast growth tox; D = Yeast growth tox inhibition %
CCn1c(SCC(=O)Nc2ccccc2N2CCOCC2)nnc1-c1ccccc1
  A: 2 | B: 10 | C: -13 | D: 10
O=c1oc2ccccc2n1CCCCCn1c(=O)oc2ccccc21
  A: . | B: . | C: 12 | D: -14
CC(C)C(NC(=O)CSc1ccc(Cl)cc1)C(C)C
  A: . | B: . | C: 29 | D: 14
CCOC(=O)c1cc(S(=O)(=O)N2CCN(C(=O)OCC)CC2)cn1C
  A: 67* | B: . | C: -1 | D: -21
COc1ccccc1-c1cc(C(=O)N2CCN(c3ccccc3OC)CC2)no1
  A: -4 | B: -9 | C: -15 | D: -9
O=C(NCc1ccco1)c1ccc(Cl)c(S(=O)(=O)N2CCOCC2)c1
  A: 14 | B: -19 | C: 0 | D: -19
Cc1ccc2nc(/C(C#N)=C\c3ccc(N4CCOCC4)o3)[nH]c2c1
  A: 65* | B: . | C: . | D: .

Bioassay records from PubChem.
